High-throughput results as filed in PubChem.
TRHR ag = agonists of human TRH receptor | AID 493084 | 360,000 compounds, 0.18% hits | P34981 | TRHR cells, calcium flux fluo-8, FDSS agonist mode | activation, % at 2 µM; in the data active = activation above about 30%; note: 0% is about no effect
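Fluo-8-loaded TRHR cells; 10 s baseline, compound added, kinetic Ca2+ fluorescence read 1/s, agonist mode.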
ERG Ets-DNA blk = blocks human ERG Ets domain binding to DNA; fluorescence polarization, His-ERG Ets domain / labelled DNA; Potency, µM (doses to about 76.9 µM), without a hit: top-dose FP activity, negative = inhibition, usual class: inhibitors; 370,000 compounds, 0.028% hits; AID 624246; active = well fitted inhibition curve with a large enough effect in the polarisation, with a control signal flat; inconclusive = small, poorly fitted or top-dose-only effect, or effect the other way, or a change in a side signal; inactive = no such curve, though single readings can be large or run the other way; the % refers to the polarisation;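 note: polarization taken with two DNA probes labelled with fluorescein and Texas red; potency is the fitted concentration of half-maximal effect; % of control where 0% means no effect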
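His-tagged ERG Ets domain (1 uM in the protein solution; 300mM KCl, 50mM Tris-HCl, 1mM EDTA, 1mM DTT, pH 7.5) received compound, then a probe mix of 5 nM fluorescein-DNA and 100nM Texas-615-DNA. Fluorescence polarization was read for both dyes.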
APEX1 inh = blocks human APE1 abasic DNA cleavage | P27695 | recombinant APE1, TAMRA/BHQ-2 abasic DNA cleavage fluorescence | Potency, µM (top dose mostly 65.8 µM), inactives show at the highest dose activity change, negative = inhibition, actives largely listed as inhibitors | 350,000 compounds, 0.35% hits | AID 2517;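 note: potency is the fitted concentration of half-maximal effect; plate controls were vehicle for no effect and reference inhibitor for full effect; nearly all actives have a fitted effect of over 55% in size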
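Endonuclease cleavage of a quenched abasic-site DNA duplex (50 nM) by APE1 (0.75 nM) was tracked by TAMRA dequenching. Compounds were preincubated with enzyme 15 min at room temperature; data normalized to buffer-only and DMSO wells plus NSC13755 control.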
BLM inh = blocks DNA unwinding by human BLM helicase | recombinant BLM DNA unwinding, fluorescence dequenching | AID 2528 | 350,000 compounds, 0.2% hits | Potency, µM (doses to about 56.1 µM), inactives show top-dose activity change, negative = inhibition, most hits filed as inhibitors;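 note: potency is the fitted concentration of half-maximal effect; plate controls were vehicle for no effect and no enzyme for full effect; nearly all actives have a fitted effect of over 35% in size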
Target sequence (P54132 whole entry, looked up): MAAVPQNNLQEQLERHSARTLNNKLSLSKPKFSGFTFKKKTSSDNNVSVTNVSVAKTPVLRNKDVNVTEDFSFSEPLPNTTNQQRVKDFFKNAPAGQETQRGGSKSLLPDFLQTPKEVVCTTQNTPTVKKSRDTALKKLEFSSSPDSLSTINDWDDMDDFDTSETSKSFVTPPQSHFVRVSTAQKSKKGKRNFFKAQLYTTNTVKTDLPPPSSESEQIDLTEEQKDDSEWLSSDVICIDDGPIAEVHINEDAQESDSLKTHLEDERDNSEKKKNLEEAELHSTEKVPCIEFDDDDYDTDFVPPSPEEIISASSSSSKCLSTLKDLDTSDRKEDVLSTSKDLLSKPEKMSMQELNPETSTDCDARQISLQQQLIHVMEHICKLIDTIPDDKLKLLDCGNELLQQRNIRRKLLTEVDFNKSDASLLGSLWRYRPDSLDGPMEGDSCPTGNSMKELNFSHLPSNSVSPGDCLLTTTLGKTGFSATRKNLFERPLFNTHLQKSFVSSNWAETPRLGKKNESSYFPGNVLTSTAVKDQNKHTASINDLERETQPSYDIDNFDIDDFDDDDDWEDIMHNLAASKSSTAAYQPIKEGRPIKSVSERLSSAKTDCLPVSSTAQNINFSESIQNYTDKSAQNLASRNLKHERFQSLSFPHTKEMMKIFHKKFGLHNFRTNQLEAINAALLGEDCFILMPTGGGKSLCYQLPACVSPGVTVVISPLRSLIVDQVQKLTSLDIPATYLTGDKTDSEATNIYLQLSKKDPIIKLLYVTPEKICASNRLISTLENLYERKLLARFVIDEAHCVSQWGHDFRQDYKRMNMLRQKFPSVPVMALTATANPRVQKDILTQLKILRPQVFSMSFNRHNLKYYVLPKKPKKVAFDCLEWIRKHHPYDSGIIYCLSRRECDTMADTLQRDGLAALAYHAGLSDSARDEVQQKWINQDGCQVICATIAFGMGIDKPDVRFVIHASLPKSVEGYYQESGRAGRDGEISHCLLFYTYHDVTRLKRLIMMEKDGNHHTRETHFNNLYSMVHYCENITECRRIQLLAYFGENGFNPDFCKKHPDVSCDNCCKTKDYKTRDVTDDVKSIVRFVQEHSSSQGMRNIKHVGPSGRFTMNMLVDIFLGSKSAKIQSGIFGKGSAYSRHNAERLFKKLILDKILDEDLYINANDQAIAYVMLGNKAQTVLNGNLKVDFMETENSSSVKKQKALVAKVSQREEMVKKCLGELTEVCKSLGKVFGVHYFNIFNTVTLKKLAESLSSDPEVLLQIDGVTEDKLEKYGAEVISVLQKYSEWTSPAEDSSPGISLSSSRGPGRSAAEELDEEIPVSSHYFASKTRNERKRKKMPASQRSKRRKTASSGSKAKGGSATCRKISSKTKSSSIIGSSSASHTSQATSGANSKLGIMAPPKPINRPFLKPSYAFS
POLI inh = DNA polymerase iota (human) inhibition; Pol iota fluorescent replication assay, 10 min; Potency, µM (doses to about 115 µM), inactives show at the highest dose activity, negative = inhibition, hits mostly inhibitors; 390,000 compounds, 1% hits; AID 588590; Q9UNA4; note: potency is the fitted concentration of half-maximal effect
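Fluorescent replication assay read twice, at 0 min and 10 min after adding 50 nM (final) substrate. Enzyme (10 nM) and compounds were first incubated 15 min at room temperature; enzyme-free buffer wells were negative controls.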
Apoferritin bind = candidate novel general anesthetic via apoferritin binding | 350,000 compounds, 0.074% hits | apoferritin/1-aminoanthracene competitive binding, fluorescence | Potency, µM (doses to about 77.5 µM), for inactives: at the top dose activity change, negative = displacement, usual class: inhibitors; note: potency is the fitted concentration of half-maximal effect; % is set by controls: 0 for no effect and ±100 for the full control effect; nearly all actives have a fitted effect of over 20% in size
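Read-out: endpoint 1-AMA fluorescence, excitation 380 nm and emission 535 nm, after compounds sit 10 min at room temperature with 10 uM horse-spleen apoferritin in 50% saturated 1-AMA/PBS. Values come from four-parameter Hill fits.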
Pol beta inh = blocks human DNA polymerase beta activity. Pol beta primer extension/strand displacement, fluorescence kinetic. Potency, µM (doses to about 114 µM), without a hit: at the top dose activity change, negative = inhibition, hits mostly inhibitors. 340,000 compounds, 1.3% hits. AID 485314; note: potency is the fitted concentration of half-maximal effect; % is set by controls: 0 for no effect and ±100 for the full control effect
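Human Pol beta at 10 nM; strand-displacement substrate 50 nM final. Compound exposure 15 min at room temperature before start, reaction 10 min at room temperature.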
Pol kappa inh = inhibitors of human DNA polymerase kappa; Q9UBT6; purified Pol kappa, fluorescent DNA synthesis assay, 10 min; Potency, µM (doses to about 107 µM), for inactives: top-dose activity, negative = inhibition, hits mostly inhibitors; 400,000 compounds, 0.53% hits; note: potency is the fitted concentration of half-maximal effect; % is set by controls: 0 for no effect and ±100 for the full control effect
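Activity was followed as the change in fluorescence between reads at 0 and 10 min after starting the reaction with 50 nM substrate. Beforehand, 10 nM polymerase had been preincubated with compound for 15 min at room temperature.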
ALOX12 inh = inhibitors of human 12S-lipoxygenase ALOX12; Potency, µM (titrated, usually from 108 µM), for inactives: top-dose activity change, negative = inhibition, usual class: inhibitors; P18054; 580,000 compounds, 1.1% hits; AID 1671190; purified 12hLO, xylenol orange hydroperoxide absorbance; note: potency is the fitted concentration of half-maximal effect; % is set by controls: 0 for no effect and ±100 for the full control effect
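Hydroperoxide product was detected by ferrous iron/xylenol orange as the 573 to 405 nm absorbance ratio. Arachidonic acid at 40 uM (final) was turned over for 30 min at room temperature by 150 nM human 12hLO, pH 7.0 Hepes buffer, after 15 min compound preincubation.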
* = called active by the depositor; ? = inconclusive; . = not tested or not shown; & = joins results of further samples; [ ] = dose if it differs, or a comment. Unless noted, calls come from the whole dose curve; as a rule, active = well fitted curve in the direction sought with a large enough effect; inconclusive = small, poorly fitted or top-dose-only effect, or another doubt; inactive = no such curve, though single readings can be large; an effect the other way counts as inactive or inconclusive. Only part of the results is shown (hit frequency here may not be typical).

| Molecule | ERG Ets-DNA blk | TRHR ag | APEX1 inh | Pol kappa inh | BLM inh | Apoferritin bind | POLI inh | ALOX12 inh | Pol beta inh |
| --- | --- | --- | --- | --- | --- | --- | --- | --- | --- |
| O=C(NCc1cccnc1)C1CCN(S(=O)(=O)c2cc([N+](=O)[O-])ccc2Cl)CC1 | -5% | . | -21% | -19% | . | . | 57%[activator] | -2% | . |
| Nc1c(C(=O)NCc2ccco2)c2nc3ccccc3nc2n1Cc1ccc(F)cc1 | 3% | 1.5 | 13% | -14% | ? | 48%[activator] | -8% | 20% | -16% |
| NC[C@H](CC(=O)O)c1ccc(Cl)cc1 | . | . | -3% | -6%[19.4 µM] | -1% | . | . | 6% | . |
| CSc1cc(-c2ccccc2)n(Cc2c(Cl)cccc2Cl)c(=O)c1C#N | 0% | 0.1 | 8% | -6% | -2% | -13% | 23% | 26% | 0% |
| COc1ccc(Cn2c(O)c(/C=N/NC(=O)c3ccccc3O)c(=O)[nH]c2=O)cc1 | -1% | -0.5 | 5% | -15% | 2% | -3% | 33%[activator] | ? | -2% |
| O=C(CCC(=O)N1C[C@H]2C[C@@H](C1)c1cccc(=O)n1C2)NCc1ccccc1 | 14% | -0.1 | 23% | -7% | 0% | -4% | 28% | 2% | 15% |
| CN1CCC(c2c[nH]c3ccccc23)C1 (stereo unspecified) | -1% | -2.1 | -11% | -11% | 1% | -13% | -29% | -17% | 5% |
| CC/C(=N\NC(=O)c1ccccc1)c1c(O)n(C2CCCCC2)c(=O)[nH]c1=O | -3% | 0.7 | -8% | -4% | 3% | -4% | 6% | 36%[activator] | 22% |
| CCc1cccc(C)c1NC(=S)N1CC2CC(C1)c1cccc(=O)n1C2 (stereo unspecified) | -13% | 0.3 | 3% | 0% | 1% | 4% | -5% | 13% | 18% |
| COc1ccc(C[C@@H]2c3cc(O)c(OC)cc3CCN2C)cc1O | 0% | -0.1 | 0% | -17% | -11% | -5% | 64%[activator] | 8% | 5% |
| O=C(O)C1C2CCC(O2)C1C(=O)Nc1cccc(Br)c1 (stereo unspecified) | -1% | 0.1 | 17% | -2% | 0% | -15% | 32%[activator] | -13% | 21% |
| COc1ccc(CCn2c(O)c(C=NCc3ccc4c(c3)OCO4)c(=O)[nH]c2=O)cc1OC | -4% | 0.1 | -2% | -5% | -13% | -23% | 12% | -1% | -11% |
| COC(=O)C1=C(c2cc3ccccc3o2)C[C@@H]2CC[C@H]1N2C(=O)NCCO | -5% | . | . | 10% | . | . | 9% | ? | . |
| C=CCN1C(=O)/C(=C/c2cccs2)C(=O)NC1=S | 16% | -0.9 | 3% | -23% | 0% | 0% | ? | 45µM* | 79µM* |
| Cc1ccc(S(=O)(=O)Nc2cc(C(=O)N3CCC4(CC3)OCCO4)ccc2N2CCCCC2)cc1 | -1% | -0.3 | -1% | -7% | -3% | -10% | -9% | 123%[activator] | -3% |
| Cc1ccc(C)c(OCC(=O)N2CCN(Cc3ccc4c(c3)OCO4)CC2)c1 | 6% | 0.3 | 18% | 7% | -1% | -11% | 135%[activator] | 80%[activator] | -4% |
| COc1ccc(CCn2c(O)c(C=Nc3cccc(F)c3)c(=O)[nH]c2=O)cc1OC | 6% | 0.7 | 9% | -12% | -2% | -4% | 43%[activator] | 26% | 7% |
| CC(=O)NNC(=O)CN1C(=O)CN=C(c2ccccc2)c2cc(Br)ccc21 | 0% | 1.4 | 19% | -15% | -6% | -1% | 106%[activator] | 2% | 23% |
| CN1CCC2(CC1)CCN(C(=O)c1ccco1)CC2 | . | . | 2% | -10%[60.1 µM] | -1% | . | . | 3%[57.4 µM] | . |
| O=C1CC2OCC=C3CN4CCC56c7ccccc7N1C5C2C3CC46 (stereo unspecified) | . | . | -3% | 8%[60.1 µM] | -9% | -5% | . | ? | . |
| CCc1nc(N2CCNCC2)c(C#N)c2c1CSC(C)(C)C2 | 7% | 0.3 | 12% | -2% | -2% | -6% | 6% | -14% | 13% |
| CCCCC/C=C\C/C=C\C/C=C\C/C=C\CCCC(=O)NCCc1ccc(O)c(O)c1 | . | . | ? | ? | -23%&-2% | ? | . | . | . |
| O=[N+]([O-])c1cc2c(cc1CNCCc1ccc3c(c1)OCO3)OCO2 | -5% | -0.6 | 1% | -13% | 2% | -1% | -4% | ? | -15% |
| C1=C(CCNCc2ccccc2)CCCC1 | 5% | 0.7 | -4% | -7% | 1% | -10% | 23% | -8% | 0% |
| CCN(CC)c1ccc(CNCCc2ccccc2F)cc1 | -11% | 1.0 | 1% | -1% | 2% | ? | 71%[activator] | ? | 0% |
| O=C1NC(=O)N(Cc2ccc(F)cc2)C(=O)/C1=C\c1ccc(N2CCCC2)cc1 | 26% | 0.6 | -3% | ? | -27% | -5% | 14µM* | 6% | 35µM* |
| C=C(C)Cn1c(-c2cccs2)n[nH]c1=S | -2% | -0.6 | 3% | 3% | 2% | -6% | 168%[activator] | ? | -23% |
| NCCc1ccccc1 | -4% | . | -2% | 16% | . | 5% | 22% | -4%&-8% | . |
| O=c1[nH]cc(COCC(F)(F)C(F)(F)C(F)(F)F)c(=O)[nH]1 | -7% | 0.3 | -2% | 7% | 0% | -22% | 25% | -3% | 4% |
| COc1ccc(CNCCc2c(C)[nH]c3ccc(OC(F)(F)F)cc23)c(OC)c1 | -3% | 13 | 19% | -10% | 2% | 8% | -5% | ? | 12% |
| CCN(CC)CCNCc1nc2ccccc2c(=O)n1-c1ccc(F)cc1 | -10% | 2.7 | -1% | -10% | 5% | -2% | 12% | -1% | 35% |
| C=CCn1c(O)c(C=Nc2ccc(F)cc2)c(=O)[nH]c1=O | -4% | -0.2 | 31% | -1% | -4% | -7% | 18% | 0% | -19% |
| N=C1c2ccccc2CN1NC(=O)c1ccc(Br)cc1 | 21% | 0.5 | 4% | -14% | 5% | -6% | -1% | 15% | -16% |
| CC/C(=N\NC(N)=O)c1c(O)[nH]c(=O)[nH]c1=O | 0% | 0.1 | 0% | -6% | 1% | 1% | -19%[58.9 µM] | 79%[activator] | 5% |
| CC(=O)C1C2c3ccccc3OC1(C)N=c1s/c(=C/c3cnn(C)c3)c(=O)n12 (stereo unspecified) | 0% | -0.3 | ? | 0% | -1% | -17% | 4% | 0% | -7% |
| O=P1(c2ccccc2)Nc2ccccc2N1c1ccccc1 (stereo unspecified) | 4% | . | . | -18% | . | . | ? | ? | . |
| COc1ccc(C(=O)CN2CCCCC2)cc1 | -1% | 0.0 | -1% | 1% | 6% | -2% | -16% | -2% | 0% |
| CCC(=NCc1cccnc1)c1c(O)n(-c2ccccc2)c(=O)[nH]c1=O | -3% | -0.6 | 4% | 0% | -1% | 49%[activator] | ? | 122%[activator] | 3% |
| N#Cc1cc([N+](=O)[O-])ccc1NC(=O)c1cccn(Cc2cccc(F)c2)c1=O | -8% | 0.6 | . | -14%[60.1 µM] | -3% | -4% | ? | ? | -16% |
| C=CC[C@@H](C)CC(=O)C(CCCN=[N+]=[N-])SOOc1ccccc1 (stereo partly specified) | -11% | -0.5 | 9% | -4% | . | . | ? | -5% | . |
| Nc1c(C(=O)OCC2CCCO2)c2nc3ccccc3nc2n1Cc1cccs1 (stereo unspecified) | 3% | -0.7 | 7% | -1% | -6% | 320%[activator] | 55%[activator] | -5% | 2% |
| Fc1ccccc1CCNCc1cccc2ccccc12 | -7% | 1.3 | -1% | -5% | 39%[activator] | -7% | 6% | -21% | -6% |
| CCN1CCN(Cc2cc(Br)ccc2O)CC1 | 1% | 0.5 | 9% | -6% | 0% | -6% | 17% | 14% | 5% |
| CC(=NCc1ccco1)c1c(O)n(-c2ccccc2)c(=O)[nH]c1=O | -1% | -0.9 | -2% | -2% | -8% | -6% | 4% | -7% | 1% |
| O=C(c1ccc2c(c1)N(Cc1cccc(F)c1)C(=O)c1ccccc1S2)N1CCC2(CC1)OCCO2 | 6% | -0.2 | . | -5%[60.1 µM] | -11% | -7% | -18% | ? | 22µM* |
| Cc1cccc(CCNCc2cc3cccc(C)c3[nH]c2=O)c1 | -13% | -0.1 | 23% | 1% | -6% | -17% | 50%[activator] | 0% | -13% |
| C[C@]12CC[C@H](O)C[C@H]1CC[C@@H]1[C@@H]2CC[C@]2(C)[C@@H](C3=CC(=O)OC3)CC[C@]12O | 17% | 0.7 | -6% | -17% | . | . | -6% | 1% | . |
| Cc1nn(C2CCOC(C)(C)C2)c2c1C(c1ccc(OC(C)C)cc1)SCC(=O)N2 (stereo unspecified) | 1% | -1.5 | 13% | -6% | -5% | ? | -3% | 0% | 3% |
| O=C(NC(=O)c1c(F)cccc1F)Nc1cc(Cl)c(F)c(Cl)c1F | 16% | -2.4 | -4% | -2% | -5% | -6% | -12% | 0% | 0% |
| Cc1ncc2n1-c1ccc(Cl)cc1C(c1ccccc1F)=NC2 | -9% | . | 1% | 2%[19.4 µM] | -2% | . | -17% | -6% | . |
| NC(=O)CN1CC(c2ccccc2)CC1=O (stereo unspecified) | 4% | 1.1 | -2% | -12% | 0% | -13% | 1% | 0% | -5% |
| COC(=O)C1=C(c2ccc(F)cc2OCc2ccccc2)C[C@@H]2CC[C@H]1N2C(=O)NCc1ccc2[nH]ccc2c1 | -9% | -0.2 | -11% | 3% | . | . | 8% | -1% | . |
| CCCCOP(=O)(c1ccc(N(C)C)cc1)C(O)c1ccc(OC)c(OC)c1 (stereo unspecified) | 0% | -0.2 | 14% | -9% | 0% | -5% | 78%[activator] | 0% | 5% |
| COc1ccc(N=C(C)c2c(O)n(C)c(=O)n(C)c2=O)c(OC)c1 | 4% | -1.0 | -8% | 9% | -6% | 2% | ? | 402%[activator] | 0% |
| CCN1CCN(Cc2nc3ccc([N+](=O)[O-])cc3c(=O)n2-c2ccccc2F)CC1 | -6% | 0.5 | 0% | 5% | -3% | 3% | 28% | 46%[activator] | 0% |
